FLuc inh counter: inhibits firefly luciferase, flagging false hits in luciferase inhibition screens; inhibition, % at 10 µM; 200,000 tested, 1.5% active; ATPLite firefly luciferase biochemical luminescence, 10 min;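 active = inhibition above about 50% when tested at 10 µM, limit read from the data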
Target sequence (P08659 whole entry, looked up): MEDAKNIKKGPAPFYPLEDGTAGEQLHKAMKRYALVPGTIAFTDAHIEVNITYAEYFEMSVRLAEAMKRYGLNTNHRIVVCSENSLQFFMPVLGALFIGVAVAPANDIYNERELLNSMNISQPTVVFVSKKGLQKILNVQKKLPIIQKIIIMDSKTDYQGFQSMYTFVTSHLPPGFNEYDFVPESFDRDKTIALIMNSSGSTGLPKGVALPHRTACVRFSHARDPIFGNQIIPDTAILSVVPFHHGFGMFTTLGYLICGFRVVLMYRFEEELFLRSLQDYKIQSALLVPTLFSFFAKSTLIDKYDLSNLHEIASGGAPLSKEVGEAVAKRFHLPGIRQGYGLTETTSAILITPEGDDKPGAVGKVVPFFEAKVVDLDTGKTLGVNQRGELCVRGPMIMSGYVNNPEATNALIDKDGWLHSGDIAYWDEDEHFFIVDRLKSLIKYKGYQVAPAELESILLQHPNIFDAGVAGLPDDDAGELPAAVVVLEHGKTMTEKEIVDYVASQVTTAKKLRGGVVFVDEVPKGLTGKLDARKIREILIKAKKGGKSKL
APP transl inh: APP translation inhibition. SH-SY5Y APP 5'UTR-luciferase reporter, luminescence. inhibition, % at 2 µM. 190,000 tested, 0.82% active. AID 1285;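 active = inhibition above a set limit, derived from the sample mean plus 3 SD, cut at about 45% in these data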; note: values of inactives mirror those of a sister screen read the other way
RAM inhibit: inhibitors of the yeast RAM network; S. cerevisiae dse1pr::URA3 reporter, 5-FOA growth OD615, 2 d; analog-sensitive cbk1-as2 kinase mutant strain; inhibition, % at 50 µM; 190,000 tested, 1.8% active;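 active = inhibition above a set limit, 3 SD over mean compound inhibition, cut at about 8.4% in these data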;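 note: 0% = DMSO-only wells with no growth and 100% = 10 µM 1-NA-PP1 full growth; inhibition rescues growth on 5-FOA so higher OD means more RAM inhibition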
TNAP act hiacc: increases human TNAP activity under high phosphate acceptor concentration. P05186. activation factor at 20 µM. 200,000 tested, under 10 active. purified TNAP, CDP-star luminescence, 1 M DEA, 30 min; stronger effect = higher value; 0 = EDTA background, 1 = DMSO-only activity. AID 1136;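 active = activation factor at least 2 at 20 µM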
Target sequence (P05186 whole entry, looked up): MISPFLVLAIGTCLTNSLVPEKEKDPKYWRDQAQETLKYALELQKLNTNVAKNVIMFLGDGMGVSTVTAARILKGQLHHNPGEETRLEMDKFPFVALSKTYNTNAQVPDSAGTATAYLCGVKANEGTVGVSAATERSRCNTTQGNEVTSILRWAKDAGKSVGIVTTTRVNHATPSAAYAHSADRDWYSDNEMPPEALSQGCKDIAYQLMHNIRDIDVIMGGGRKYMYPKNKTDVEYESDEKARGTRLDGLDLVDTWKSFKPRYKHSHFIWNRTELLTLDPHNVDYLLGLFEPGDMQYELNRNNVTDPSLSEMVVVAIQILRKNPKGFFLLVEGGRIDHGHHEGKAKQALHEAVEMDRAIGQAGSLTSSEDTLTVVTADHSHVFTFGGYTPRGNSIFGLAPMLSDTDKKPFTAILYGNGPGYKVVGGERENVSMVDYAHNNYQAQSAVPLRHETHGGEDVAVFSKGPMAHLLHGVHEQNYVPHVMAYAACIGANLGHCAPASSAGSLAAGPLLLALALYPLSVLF
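Dosing: 20 µM single point. System: human TNAP. Amount: TNAP 1/800 final. Incubation: 30 min, room temperature. Read-out: TNAP activation factor scaled between EDTA and DMSO control wells. Signal: luminescence from CDP-star hydrolysis. Medium: 1 M DEA, pH 9.8, Mg2+, Zn2+. Control set: EDTA negative control, DMSO positive control.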
FLuc stim CS: firefly luciferase counter-screen for stimulation assays; P08659; ATPlite luciferase biochemical, luminescence, 10 min; 0 = ATP-free wells, 1 = DMSO control; activation factor at 10 µM; 200,000 tested, under 10 active; AID 1027;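 active = luciferase activation factor, scaled between plate controls, of at least 2 with compound at 10 µM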
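System: cell-free luciferase reagent; medium: PBS as buffer for the ATP substrate; doses: test compounds dosed from 2 mM stocks in 100% DMSO; incubation: 10 min, room temperature; measured by: luminescence from luciferase reaction; read-out: luciferase activation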
bIAP inh: blocks bovine intestinal alkaline phosphatase activity | purified bovine IAP, CDP-star luminescence, 30 min | inhibition, % at 20 µM | 190,000 tested, under 10 active;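 active = over 50% inhibition of intestinal alkaline phosphatase at 20 µM in the single-dose screen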
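test system = bovine IAP enzyme | medium = DEA buffer 100 mM, pH 9.8, with MgCl2 1.0 mM, ZnCl2 0.02 mM | detection = luminescence | dosing = single compound dose of 20 µM, 2% DMSO final | incubation = 30 min reaction at room temperature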
TNAP inh noacc: blocks human TNAP activity with no phosphate acceptor present; P05186; purified TNAP, CDP-star luminescence, 30 min; inhibition, % at 20 µM; 200,000 tested, 0.26% active; AID 1012;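 active = tissue-nonspecific alkaline phosphatase inhibition above about 50% at 20 µM in the single-dose screen, limit read from the data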;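 note: 0% = DMSO negative control and 100% = EDTA positive control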
TNAP inh hi DEA: TNAP (human) inhibition, high acceptor; P05186; purified TNAP, CDP-star luminescence, 1 M DEA; inhibition, % at 20 µM; 200,000 tested, 0.03% active;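 active = over 50% inhibition of tissue-nonspecific alkaline phosphatase at 20 µM in the single-dose screen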;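 note: plate controls were DMSO wells for no effect and EDTA-quenched wells as full inhibition for full effect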
bIAP activator: increases bovine intestinal alkaline phosphatase activity; purified bovine IAP, CDP-star luminescence, 30 min; stronger effect = higher value; fold of DMSO-control signal, blank-subtracted; activation factor at 20 µM; 200,000 tested, 0.17% active; AID 1016;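 active = activation factor of 2 or more at 20 µM, a signal rise over negative controls twice the positive control's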
L major viab: Leishmania major promastigote growth inhibition | Leishmania major promastigotes, resazurin fluorescence viability | inhibition, % at 10 µM | 200,000 tested, 9% active; in the data active = inhibition above about 50%;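 note: promastigotes grown with compound for 44 hours at 28 °C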
* marks the source's active call; other numbers are inactive results; . = no result given.

Fields: FLuc inh counter	APP transl inh	RAM inhibit	TNAP act hiacc	FLuc stim CS	bIAP inh	TNAP inh noacc	TNAP inh hi DEA	bIAP activator	L major viab
CCc1nnc(NC(=O)C2=NN(C3CCS(=O)(=O)C3)C(=O)CC2)s1 (stereo not given)
  -2.2	-4.4	1.1	1	1	-9.0	0.0	-3.5	1.1	-4.0
CC(C(=O)Nc1ccc(O)cc1)c1cccc(C(=O)c2ccccc2)c1 (stereo not given)
  -8.8	-12.0	2.4	1.1	1.1	-13.1	-4.2	-5.3	1.1	0.6
O=C(c1cccs1)N1CCN(Cc2ccc3c(c2)OCO3)CC1
  -4.0	-13.9	0.5	1	1	9.5	-12.4	0.7	0.9	1.1
O=C(COC(=O)c1c2c(nc3ccccc13)CCCC2)c1ccc(Br)s1
  -4.4	-10.7	2.5	1	1	3.1	0.1	-1.8	1	96.8*
Clc1ccc(-c2nc(-c3ccccn3)no2)cc1Cl
  87.9*	-117.2	4.0	1.1	0.1	10.3	-2.5	-6.5	0.9	-4.2
Nc1cc2c(cc1[N+](=O)[O-])OCCO2
  4.9	-0.2	-0.3	0.9	1	16.0	9.5	14.9	0.8	-0.5
CC(C)CN1C(=O)CC(Sc2ccccc2C(=O)O)C1=O (stereo not given)
  -7.0	2.8	1.9	1	1.1	-1.0	-1.1	-2.1	1	7.3
Cc1cc(C)n(-c2nc3ccccc3c3nc(C)nn23)n1
  -3.0	-23.0	1.0	1	1	13.0	-11.9	-0.1	0.9	-4.7
O=C(N/N=C/C=C\c1cccc([N+](=O)[O-])c1)c1ccccn1
  -4.7	-24.9	2.2	1	1	-7.1	-40.9	-0.1	1.1	1.6
CCN(CC)S(=O)(=O)c1cc(Br)ccc1OC
  -2.9	-8.8	0.4	1	1	-1.8	0.4	-4.7	1	2.9
CC(C)c1ccc(-n2cccc2/C=C2/C(=N)N3C=CSC3=NC2=O)cc1
  -4.2	-8.8	3.7	1	1	2.7	3.9	-0.2	1	97.9*
O=C(Nc1ccc(F)cc1)C1CC(=O)n2c(nc3ccccc32)N1 (stereo not given)
  -6.5	2.7	5.7	1	1.1	5.5	-26.9	-3.4	0.9	-7.5
O=C1NC(=O)C(CC(=O)N(Cc2ccco2)C2(C(=O)NC3CCCC3)CCCCC2)N1 (stereo not given)
  -3.5	-6.8	0.3	1	1	4.7	-5.5	2.6	1	-4.1
Cc1cc(N)n(-c2ncnc3scc(-c4ccccc4)c23)n1
  2.4	2.8	1.7	1	1	10.9	-9.7	-4.4	0.9	8.1
Cc1ccc(C)c(N2CCN(C(=S)NC3CCCCC3)CC2)c1
  -5.8	0.1	4.6	1	1.1	3.7	-10.5	-3.3	1	57.6*
O=C(Nc1ccc2c(c1)CCC2)C1CCN(c2ncccn2)CC1
  -1.1	-13.8	1.3	1.1	1	-6.2	-11.6	-6.9	1.1	-7.5
CC(=O)c1cccc(NC(=O)c2onc(C)c2Cl)c1
  -1.3	15.9	1.7	1.1	1	-1.7	-15.8	-6.4	1	3.1
CCc1ccc(C(C)NC(=O)c2cc(C)oc2C)cc1 (stereo not given)
  -7.5	-9.6	1.4	1.1	1.1	3.0	-12.4	-5.4	1	0.8
CCc1nnc(NC(=O)CSc2nnc(CNc3cccc(Cl)c3)n2CC)s1
  -7.4	-1.1	1.6	1.1	1.1	3.9	-8.5	-5.3	1	-9.7
Nc1n[nH]c(N)c1N=Nc1cccc(F)c1
  -4.2	-10.5	0.9	1	1	28.7	-13.4	0.3	0.7	0.6
COc1ccc(C(=O)Cn2nnc(-c3cccs3)n2)cc1
  1.9	-38.8	-0.1	1.1	1	24.4	-3.6	-6.2	0.8	0.1
O=S(=O)(NCC(c1ccco1)N1CCN(c2ccccc2F)CC1)c1ccccc1 (stereo not given)
  -4.3	-9.4	2.5	1	1	-3.0	-8.1	-4.5	1	7.2
COc1ccc(N(CC(=O)Nc2cccc(N(C)S(C)(=O)=O)c2)S(=O)(=O)c2ccc(C)cc2)cc1
  2.7	4.0	8.1	1.1	1	-21.7	-53.7	-13.3	1.2	66.6*
CC1CCCCC1NC(=O)CCS(=O)(=O)c1cccc2nonc12 (stereo not given)
  -2.3	28.7	1.2	1.1	1	7.1	-14.9	-8.3	0.9	-4.7
CCOCC(=O)Nc1cc(Cl)ccc1C
  -4.5	-9.0	1.2	1.1	1	11.8	-12.0	-6.8	0.9	-1.6
COC(=O)CSc1nc(NCc2ccccc2)nc(N(C)C)n1
  -3.4	3.6	-0.5	1	1	4.3	-14.2	-4.2	1	-3.9
CCOC(=O)CSc1nc2c(c(=O)n1-c1ccc(OCC)cc1)SCC2
  -3.7	-7.2	0.8	1	1	7.6	-11.8	-4.5	0.9	-5.2
Cc1nn(CCC#N)c2[nH]c(=O)cc(C(F)(F)F)c12
  -6.8	3.9	-0.2	1	1.1	-0.8	-7.5	-4.0	1	2.4
CC(C)(CSc1nncn1/N=C/c1ccco1)NS(=O)(=O)c1ccc(Cl)cc1
  -9.0	16.3	0.7	1.1	1.1	-13.9	-2.0	-6.1	1.1	3.0
Cc1cc(C)c(S(=O)(=O)N(C)Cc2cnn(C)c2)c(C)c1
  -8.0	-10.9	0.8	1.1	1.1	7.6	-15.3	-6.1	0.9	-2.7
CCOc1ccc(NC(=O)CN2CCN(CC(=O)Nc3ccc(Cl)c(C(F)(F)F)c3)CC2)cc1
  -1.4	.	1.8	1	1	-8.9	-5.1	-1.8	1.1	12.9
CC(=O)Nc1ccc(C(=O)NNS(=O)(=O)c2ccc(C)cc2)cc1
  1.3	11.9	1.5	1	1	-8.8	-10.6	-1.8	1.1	-6.8
CC(/C=C/c1ccc2c(c1)OCO2)=N\NC(=O)COc1ccccc1C
  0.3	-0.4	2.2	0.9	1	4.6	4.3	5.0	1	-5.0
COc1cc(/C=N/NC(=O)C(=O)NCc2cccnc2)ccc1O
  -3.1	-1.0	-0.1	0.9	1	-2.2	-12.4	5.9	1	-7.0
CCN(c1ccc(NC(=O)COC(=O)c2ccc(C)s2)cc1)C(C)C
  -2.1	-17.5	1.9	1	1	6.4	-16.2	-2.3	0.9	3.5
CSc1ccc(CN2CCN(CCC(C)C)C(CCO)C2)cc1 (stereo not given)
  -4.8	-6.4	1.7	1.1	1	1.4	-9.5	-7.2	1	78.0*
O=C(CSc1nc2[nH]ncc2c(=O)[nH]1)c1ccccc1
  -4.9	13.4	1.3	1	1	-7.3	-9.1	-1.2	1.1	31.4
CCOC(=O)c1c(NC(C)=O)sc2c(OCC(O)CN(CC)CC)c(Br)ccc12 (stereo not given)
  -5.3	2.5	0.4	1.1	1.1	-4.3	-10.7	-5.3	1	100.4*
COc1cccc(NC(=O)COC(=O)c2cccnc2)c1
  -16.9	3.0	0.0	1.1	1.2	0.9	-5.8	-9.2	1	-9.4
CC1(C)C(=O)C2(C(=O)NCc3ccccc3)CCC1C2 (stereo not given)
  -10.7	-2.2	1.5	1	1.1	23.2	-8.5	-4.4	0.8	-5.5
COc1ccc2c(CC(=O)NCC3CCC(C(=O)O)CC3)cc(=O)oc2c1 (stereo not given)
  -3.9	6.7	0.0	1	1	4.3	-7.4	-1.5	1	-1.3
Cc1ccc2nc(C)c(C(=O)NN=C3CCN(C)CC3)n2c1
  -4.2	68.1*	0.6	1.1	1	-0.7	-11.1	-5.3	1	-7.5
O=C(N/N=C/c1cc2ccccc2nc1Cl)/C(=C/c1cccs1)NC(=O)c1ccccc1
  -5.3	33.1	4.1	1	1.1	8.2	2.5	-4.2	0.9	16.6
O=C(O)/C=C/C(=O)NNC(=O)c1ccc(Cl)cc1Cl
  -3.0	8.6	1.4	1.1	1	-33.0	-8.0	-9.2	1.3	-4.7
CC(NC(=O)NCCCC(=O)O)(C(F)(F)F)C(F)(F)F
  -2.4	-7.4	-0.7	1	1	7.7	-17.5	-2.5	0.9	-0.8
Cc1cccc(C)c1NC(=O)Cn1nnc(-c2ccc(CN3CCC(C)CC3)cc2)n1
  -4.5	-2.6	4.6	1	1	-1.9	-7.4	-2.0	1	21.8
O=C(/C=C/c1ccccc1)Nn1cnnc1
  -3.5	-9.8	1.4	1.1	1	6.1	1.8	-8.1	0.9	-4.7
N#Cc1ccc(-c2cccnc2)nc1SCC(=O)Nc1sc2c(c1C#N)CCC2
  -5.9	-2.1	0.8	1	1.1	17.8	-2.1	3.7	0.8	-1.1
CN1CCN(c2nc(-c3ccc(Cl)s3)cs2)CC1
  1.1	-44.3	1.5	1.1	1	4.6	-17.8	-6.0	1	85.4*
CC(=O)Nc1ccc(S(=O)(=O)N2CCN(S(=O)(=O)N3CCCCCC3)CC2)cc1
  -4.0	3.4	6.9	1	1	11.6	-13.3	-2.9	0.9	-1.1

Compound profiles (already shown):
COc1ccc(N(CC(=O)Nc2cccc(N(C)S(C)(=O)=O)c2)S(=O)(=O)c2ccc(C)cc2)cc1 is listed with FLuc inh counter = 2.7; APP transl inh = 4.0; RAM inhibit = 8.1; TNAP act hiacc = 1.1; FLuc stim CS = 1; bIAP inh = -21.7; TNAP inh noacc = -53.7; TNAP inh hi DEA = -13.3; bIAP activator = 1.2; L major viab = 66.6*
Clc1ccc(-c2nc(-c3ccccn3)no2)cc1Cl is listed with FLuc inh counter = 87.9*; APP transl inh = -117.2; RAM inhibit = 4.0; TNAP act hiacc = 1.1; FLuc stim CS = 0.1; bIAP inh = 10.3; TNAP inh noacc = -2.5; TNAP inh hi DEA = -6.5; bIAP activator = 0.9; L major viab = -4.2

Next part.
Fields: FLuc inh counter	APP transl inh	RAM inhibit	TNAP act hiacc	FLuc stim CS	bIAP inh	TNAP inh noacc	TNAP inh hi DEA	bIAP activator	L major viab
CN(c1ccccc1)S(=O)(=O)c1cccc(NC(=O)CSc2nncs2)c1
  -4.9	0.5	2.1	1.1	1	11.2	-16.7	-6.9	0.9	72.1*
CCc1ccccc1-n1cnc2cc(C(=O)O)ccc21
  -7.8	2.6	0.0	1.1	1.1	2.0	9.1	-5.3	1	-5.5
C/C(=N\NS(=O)(=O)c1ccc(C)cc1)c1ccc(C)s1
  -10.5	-19.2	0.4	1	1.1	5.7	-2.6	-3.6	0.9	-6.8
COc1cc(C=O)ccc1OS(=O)(=O)c1ccccc1[N+](=O)[O-]
  -4.1	-6.7	2.0	1	1	2.1	-8.9	3.2	1	40.2
Cc1nnc2ccc(-c3ccc(NC(=O)c4ccco4)cc3)nn12
  -1.9	-7.9	8.2	1	1	-2.2	-5.8	1.2	1	-4.1
CS(=O)(=O)c1ccc(C(=O)OCc2nnc(-c3ccccc3)o2)cc1[N+](=O)[O-]
  -4.9	-16.1	3.2	1	1	-1.8	-16.5	-4.3	1	0.8
CCC(C)(NC(=O)c1ccc(=O)[nH]c1)C(=O)NC1CCCC1 (stereo not given)
  -3.0	12.9	-0.7	1	1	8.3	-7.3	1.6	0.9	-0.3
Cc1ccc(S(=O)(=O)N2c3ccccc3OCC2c2ccccc2)cc1 (stereo not given)
  -2.0	-13.9	5.9	1	1	34.4	-3.0	3.6	0.7	11.5

The order is random; any-hit rate near 13%.
